Assay outcomes: PubChem BioAssay, The Scripps Research Institute Molecular Screening Center
ABHD4 inh – ABHD4 inhibitors, primary screen, biochemical, fluorescence polarization, mouse | (Lyso)-N-acylphosphatidylethanolamine lipase (Mus musculus), Q8VD66 | purified mABHD4, FP-Rh probe fluorescence polarization | inhibition, % at 8.92 µM | hit rate 0.54% among 370,000 | AID 720543, 2013;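 active means inhibition exceeding the mean over every tested compound plus 3 SD, cut at about 30% in these data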;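 further: 0% = plate median of compound wells and 100% = S159A mutant with DMSO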
Target sequence (Q8VD66 whole entry, looked up): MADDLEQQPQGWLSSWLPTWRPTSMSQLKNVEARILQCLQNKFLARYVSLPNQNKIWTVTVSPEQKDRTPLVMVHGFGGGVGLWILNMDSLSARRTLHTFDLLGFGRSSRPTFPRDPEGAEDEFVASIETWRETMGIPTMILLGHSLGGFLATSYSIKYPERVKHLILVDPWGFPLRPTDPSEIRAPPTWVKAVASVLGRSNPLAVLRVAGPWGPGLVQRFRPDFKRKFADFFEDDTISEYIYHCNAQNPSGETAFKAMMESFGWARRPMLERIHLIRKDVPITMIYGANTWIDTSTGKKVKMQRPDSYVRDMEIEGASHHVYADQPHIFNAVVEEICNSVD
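system = mouse ABHD4 enzyme, wild type | medium = HEPES pH 7.0, NaCl, Pluronic buffer | also added = FP-Rh probe | incubation = Enzyme–compound pre-incubation 45 min, then probe 60 min, both 25 °C | technique = fluorescence polarization, excitation 525 nm, emission 598 nm, BODIPY TMR filters | controls = S159A mutant high control, sample median low control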
TCR CD3 inh – inhibitors of human TCR-CD3 interaction, primary screen, biochemical, fluorescence, TAMRA-labeled TCR probe | T-cell receptor (TCR) | inhibition, % at 9.4 µM | hit rate 0.37% among 360,000 | AID 651800, 2012; in the data active means inhibition above about 19%;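 further: recombinant mutant TCR 2C K166C tagged with TAMRA read by polarization; 0% = receptor in buffer alone and 100% = receptor with positive control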
HTRA1 inh – HTRA1 serine protease inhibitors, primary screen, biochemical, fluorescence polarization, HTS | Q92743 | recombinant HTRA1, FP-rhodamine activity-based probe | inhibition, % at 5.96 µM | hit rate 0.5% among 340,000 | AID 504803, 2011; in the data active means inhibition above about 36%;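 further: 0% = enzyme with DMSO and 100% = wells lacking enzyme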
Target sequence (Q92743 whole entry, looked up): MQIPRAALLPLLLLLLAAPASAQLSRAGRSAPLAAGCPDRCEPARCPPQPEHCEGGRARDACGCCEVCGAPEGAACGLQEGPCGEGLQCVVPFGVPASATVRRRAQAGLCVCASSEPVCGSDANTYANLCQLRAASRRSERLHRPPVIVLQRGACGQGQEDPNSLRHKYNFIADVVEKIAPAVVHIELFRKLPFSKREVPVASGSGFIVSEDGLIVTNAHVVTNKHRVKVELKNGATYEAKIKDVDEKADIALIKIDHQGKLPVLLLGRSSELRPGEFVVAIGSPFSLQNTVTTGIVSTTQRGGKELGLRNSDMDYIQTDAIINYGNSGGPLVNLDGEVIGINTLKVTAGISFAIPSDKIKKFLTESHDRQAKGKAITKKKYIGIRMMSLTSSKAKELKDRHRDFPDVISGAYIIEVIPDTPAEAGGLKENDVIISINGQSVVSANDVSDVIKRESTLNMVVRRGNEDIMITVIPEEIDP
TDP2 absorb – human TDP2 enzyme inhibitors, primary screen, biochemical, epi absorbance, recombinant enzyme; inhibition, % at 12.8 µM; hit rate 0.34% among 370,000; T5PNP hydrolysis, p-nitrophenol absorbance 415 nm; Tyrosyl-DNA phosphodiesterase 2 (Homo sapiens), O95551;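 active means inhibition above the mean of all tested compounds plus 3 SD, set per campaign, cut at about 25% in these data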;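 further: 0% = DMSO with enzyme and 100% = buffer with substrate but no TDP2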
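System – recombinant human TDP2 · Amount – 120 nM TDP2 per well · Buffer or medium – Mg2+-containing Tris-HCl buffer, pH 7.5 · Reagent – T5PNP substrate, 5 mM · Dosing – 12.8 µM single point, 1% DMSO · Incubation – 2 h at 37 °C · Measured by – epi absorbance · Read-out basis – percent inhibition · Benchmarks – high control without enzyme, low control DMSO plus TDP2 · Repeats – singlicate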
LEDGF integ inh – blockers of LEDGF/p75-dependent integrase strand transfer – biochemical, TR-FRET, high throughput, primary screen; TR-FRET IN-LEDGF/p75 DNA integration, Eu/Cy5; inhibition, % at 3.7 µM; hit rate 0.64% among 370,000; AID 743269, 2014;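 active means inhibition above the screen-wide mean plus 3 SD, cut at about 13% in these data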;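 further: signal is the Cy5 over europium emission ratio at 671 and 618 nm; 0% = plate median of compound wells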
UHRF1 MBD2 ctr – UHRF1 methylated DNA binding inhibitors, primary screen, counter-screen for MBD2 inhibitor project, biochemical, TR-FRET, human UHRF1, single concentration; E3 ubiquitin-protein ligase UHRF1 (Homo sapiens), Q96T88; UHRF1 binding to methylated oligo; inhibition, % at 4.4 µM; hit rate 0.75% among 370,000; in the data active means inhibition above about 21%;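 further: UHRF1 SRA domain binding a hemimethylated CpG hairpin DNA probe; 0% = median of test compound wells and 100% = reference inhibitor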
SIAE inh – human SIAE inhibitors, primary screen, biochemical, fluorescence polarization, FP-Rh probe, 1536-well HTS; SIAE FP-Rh probe binding; inhibition, % at 9.66 µM; hit rate 0.69% among 370,000; AID 1053197, 2014;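 active means inhibition above a cutoff: mean of compounds within the control limits plus 3 SD of those, cut at about 17% in these data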;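 further: 0% = plate median of compound wells and 100% = probe without SIAE protein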
PG9 Ab binder – binders of HIV-1 gp120 antibody PG9, primary screen, biochemical, TR-FRET | AID 624416, 2012 | hit rate 0.43% among 360,000 | inhibition, % at 6.7 µM | HIV-1 gp120 / PG9 antibody interaction | TR-FRET gp120-PG9 antibody binding; in the data active means inhibition above about 8.5%
Tn7 DDE FP – inhibitors of Tn7 peptide binding to fibrin DD(E), primary screen, biochemical, fluorescence polarization, human fibrin, Tn7 probe; Fibrinogen beta chain (Homo sapiens), P02675; FP displacement of FITC-Tn7 peptide from fibrin DD(E); 0% = median of compound wells per plate; inhibition, % at 8.3 µM; hit rate 0.13% among 370,000;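 active means inhibition above the mean of compounds falling within the control limits plus 3 SD of them, cut at about 14% in these data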;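 further: 0% = plate median of compound wells and 100% = 10 µM Aha-Tn7 peptide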
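System: human fibrin DD(E); quantity: Fibrin-DD(E) at 2 µM final; also added: fluorescent Tn7 probe at 0.1 µM; compound dosing: single nominal test concentration of 8.3 µM per compound; schedule: 10 min preincubation, 3 h with tracer, room temperature; detection: fluorescence polarization of the labelled Tn7 tracer; repeats: one replicate per compound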
PRMT1 FP inh – PRMT1 methyltransferase inhibitors, primary screen, biochemical, fluorescence polarization. recombinant PRMT1, activity-based probe fluorescence polarization. inhibition, % at 2.79 µM. hit rate 1.3% among 370,000. AID 652257, 2013;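 active means inhibition above about 21% made by adding two undisclosed values, limit read from the data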
Starred values were filed as active, the others as inactive; · = not tested or not shown.

#	Molecule	LEDGF integ inh	PRMT1 FP inh	PG9 Ab binder	ABHD4 inh	TDP2 absorb	Tn7 DDE FP	HTRA1 inh	UHRF1 MBD2 ctr	TCR CD3 inh	SIAE inh
1	Cc1ccc(-c2c3c([nH]c(=S)c2C#N)CCCC3)o1	8	50*	16*	6	8	-4	14	7	-3	4
2	O=C(COc1ccc(F)cc1)Nc1nccs1	-2	0	1.4	1	-8	5	-6	0	2	-1
3	OC(CN1CCN(c2ccccc2F)CC1)c1ccc(F)cc1 (stereo not given)	-1	2	0.1	-1	1	-3	3	2	-2	-1
4	Cc1c(NC(=O)Nc2ccc(F)cc2F)c(=O)n(-c2ccccc2)n1C	-2	1	-2.9	3	-10	-7	7	3	6	0
5	O=C(CN1C(=O)NC2(CCc3ccccc32)C1=O)NC1CCCCC1 (stereo not given)	3	-6	1.0	0	-15	8	1	1	-5	6
6	CC(=O)Nc1ccc(NC(=O)CSc2nnc(NC(=O)C3CC3)s2)cc1	-6	3	-1.2	2	-13	-2	1	6	3	-1
7	CCN(CC)c1ccc(/C=N/NC(=O)Cc2cccs2)c(O)c1	-7	3	-3.5	10	-9	-2	12	0	-5	14
8	CN(Cc1ccccc1F)C(=O)C1CCC(CNS(=O)(=O)c2cccc3cccnc23)CC1 (stereo not given)	-5	5	·	-14	-4	5	·	0	·	-3
9	COc1ccc(C2=Nn3c(nnc3-c3ccccn3)SC2)cc1	-3	-1	0.1	11	-2	2	-3	0	-1	0
10	O=C(CN1CCC(n2nnc3cc(F)ccc32)CC1)NNC(=O)c1ccccc1	2	0	0.9	-7	-2	-7	3	-5	3	0
11	CCc1nnc(NC(=O)CN2CCN(c3nc(-c4ccccc4)cs3)CC2)s1	-5	-1	-2.3	-13	6	-5	-12	2	2	9
12	CC(=O)Nc1ccc(NC(=O)CSc2nnc(NC(=O)Cc3ccc(F)cc3)s2)cc1	6	-1	-2.1	-2	-6	-3	-4	-4	-9	3
13	CCOc1ccc2nc(NCCNC(=S)NCCCN(C)C)c(C#N)cc2c1	3	7	0.6	7	-1	-4	-8	1	-4	-1
14	COc1ccc(OC(C)C(=O)Nc2ccc([N+](=O)[O-])cc2)cc1 (stereo not given)	4	0	-1.5	0	-2	9	-6	-2	2	8
15	O=S(=O)(NCCNS(=O)(=O)c1ccc(F)cc1)c1ccc(F)cc1	-2	-3	0.2	-2	3	-3	12	1	2	-6
16	COc1ccccc1NC(=O)CCNC(=O)Cn1ccc2ccccc2c1=O	-5	2	-1.1	2	-2	6	-7	-2	5	1
17	Cn1c(=O)n(C)c2cc(S(=O)(=O)Nc3ccc(F)cc3)ccc21	1	2	-2.6	-2	1	8	3	3	0	5
18	O=C(Nc1ccccc1-c1nc2ccccc2s1)c1cccnc1	1	0	-0.1	-4	-3	-4	-12	4	-7	3
19	CC(CCc1ccccc1)NC(=O)CN(C)Cc1ccc(F)cc1 (stereo not given)	-2	1	-1.7	1	2	-2	-6	-2	-7	1
20	CC1CCC(NC(=O)Cn2c(=O)oc3ccccc32)CC1 (stereo not given)	-4	2	1.3	5	-13	-7	5	5	-2	4
21	COC(=O)C[C@@H]1C[C@@H]2c3cc(NC(=O)NC4CCCCC4)ccc3O[C@@H]2[C@H](CO)O1	2	-1	-1.0	4	-9	4	2	0	-8	7
22	CC(C)[C@H](NC(=O)N1c2ccccc2NC(=O)[C@@H]1C(C)C)C(=O)N[C@H](C(=O)O)c1ccccc1	2	0	-0.6	-1	-1	-5	2	-1	5	-4
23	CCOCC(=O)NCc1ccc2c(c1)cc(C)n2C	-1	13	-3.9	13	-5	2	1	-11	28*	6
24	CCc1ccc(OCC(=O)OC2CCS(=O)(=O)C2)cc1 (stereo not given)	-5	4	1.6	-5	0	1	0	6	0	4
25	O=C1OCCC1Sc1nc2ccccc2n1Cc1ccccc1 (stereo not given)	-4	-2	-0.5	-3	2	9	-2	1	-2	-1
26	COC(=O)N1Cc2ccnnc2CC1c1ccccc1-c1ccccc1 (stereo not given)	1	-4	-0.5	-1	-15	3	·	2	4	-3
27	COc1ccc(CC(N)c2csc(Nc3cnccn3)n2)cc1 (stereo not given)	6	-10	-0.8	-1	3	-1	·	-1	-2	-1
28	CCOC(=O)c1ccc(NC(=O)CSc2nnc(Cc3cccs3)n2C)cc1	0	-1	-0.6	-3	-2	6	-3	-1	-4	-4
29	O=C(CCNC(=O)C1CCN(S(=O)(=O)c2ccccc2)CC1)NC1CC1	-5	2	3.3	8	-5	1	4	4	-8	3
30	CC(NC(=O)/C(C#N)=C/c1ccc(C(=O)O)cc1)c1ccccc1 (stereo not given)	5	2	-2.0	2	-4	-4	14	8	6	4
31	N#CC(C#N)=C1NC2(CCCCC2)Cc2ccccc21	-4	7	-0.1	-1	13	-2	-7	0	-6	2
32	Cn1nnnc1SCC(=O)c1ccc(Br)s1	1	6	0.6	-8	3	-6	0	-1	8	-3
33	CC(c1ccccc1)N1CC(C(=O)N2CCCC(C(N)=O)C2)CC1=O (stereo not given)	0	-2	2.2	1	10	-2	0	0	-1	3
34	Cn1c(=O)c(C(N)=S)cn(-c2ccccc2)c1=O	3	4	3.0	-8	-2	11	-1	4	-3	-8
35	Cc1nnc(SCC(=O)Nc2ccc(N(C)C)cc2)n(N)c1=O	-6	12	-4.7	7	-11	1	4	-3	-7	-1
36	COc1ccc(-n2c(C)cc(/C=C(\C#N)C(=O)NCc3ccco3)c2C)cc1	-1	-5	-1.9	2	4	-3	-1	-1	-2	1
37	Cc1ccc(-c2nnc(N(C)C(=O)c3ccccn3)s2)cn1	-2	1	-1.4	1	1	-6	9	-1	7	0
38	Cc1ccc(-n2c(Cl)c(Cl)[nH]c(=O)c2=O)cc1	4	3	-3.7	4	-1	-7	-7	-1	2	0
39	Cc1cccc(OCCNC(=O)CCc2ccccc2)c1	-3	3	1.4	-4	0	0	·	1	-10	-2
40	O=C(CN1C(=O)S/C(=C\C=C\c2ccccc2)C1=O)Nc1ccccc1C(=O)O	6	-3	-0.8	-39	5	-2	-51	-2	2	-19
41	CCOC(=O)CCCCCN1C(=O)c2cccc3cccc(c23)C1=O	6	0	-0.3	1	6	-3	-20	-1	2	-3
42	Cc1cccc(NC(=O)CSCC(=O)Nc2ccccc2C(=O)NC2CC2)c1	4	1	-0.6	5	5	-9	-4	-1	1	-3
43	CC(=O)Nc1cccc(/C(C)=N/NC(=O)c2c(-c3ccccc3Cl)noc2C)c1	5	-2	0.1	-9	1	4	-5	-5	1	-4
44	COc1ccc(CN(CCN2CCOCC2)C(=O)c2cccc(F)c2F)cc1OC	-3	-1	·	4	6	6	·	2	·	5
45	N[C@@H](Cc1ccc(O)cc1)C(=O)Nc1ccc2ccccc2c1	2	1	-1.3	5	-10	-3	-3	0	4	-2
46	CCOC(=O)c1ccc(NC(=O)C(=O)NCC2(c3ccc(OC)cc3)CCOCC2)cc1	6	-5	-2.5	-6	-4	0	4	-3	1	2
47	CN(C)c1ncc(S(=O)(=O)c2ccccc2)c(N)n1	0	0	-0.6	4	4	10	2	9	5	0
48	O=C1NC(=O)C2(CCc3ccccc32)N1 (stereo not given)	0	-1	1.1	-3	-4	-3	-4	-2	4	4
49	O=C(O)c1cc(Cl)c(Cl)cc1C(=O)N1CCOCC1	2	0	-2.3	3	-5	-5	3	0	8	0

Reprinted at random: 7 entries already listed, in no set order.
#	Molecule	LEDGF integ inh	PRMT1 FP inh	PG9 Ab binder	ABHD4 inh	TDP2 absorb	Tn7 DDE FP	HTRA1 inh	UHRF1 MBD2 ctr	TCR CD3 inh	SIAE inh
5	O=C(CN1C(=O)NC2(CCc3ccccc32)C1=O)NC1CCCCC1 (stereo not given)	3	-6	1.0	0	-15	8	1	1	-5	6
25	O=C1OCCC1Sc1nc2ccccc2n1Cc1ccccc1 (stereo not given)	-4	-2	-0.5	-3	2	9	-2	1	-2	-1
2	O=C(COc1ccc(F)cc1)Nc1nccs1	-2	0	1.4	1	-8	5	-6	0	2	-1
35	Cc1nnc(SCC(=O)Nc2ccc(N(C)C)cc2)n(N)c1=O	-6	12	-4.7	7	-11	1	4	-3	-7	-1
20	CC1CCC(NC(=O)Cn2c(=O)oc3ccccc32)CC1 (stereo not given)	-4	2	1.3	5	-13	-7	5	5	-2	4
48	O=C1NC(=O)C2(CCc3ccccc32)N1 (stereo not given)	0	-1	1.1	-3	-4	-3	-4	-2	4	4
36	COc1ccc(-n2c(C)cc(/C=C(\C#N)C(=O)NCc3ccco3)c2C)cc1	-1	-5	-1.9	2	4	-3	-1	-1	-2	1

Reprinted from the entries so far (three entries):
#	Molecule	LEDGF integ inh	PRMT1 FP inh	PG9 Ab binder	ABHD4 inh	TDP2 absorb	Tn7 DDE FP	HTRA1 inh	UHRF1 MBD2 ctr	TCR CD3 inh	SIAE inh
26	COC(=O)N1Cc2ccnnc2CC1c1ccccc1-c1ccccc1 (stereo not given)	1	-4	-0.5	-1	-15	3	·	2	4	-3
27	COc1ccc(CC(N)c2csc(Nc3cnccn3)n2)cc1 (stereo not given)	6	-10	-0.8	-1	3	-1	·	-1	-2	-1
28	CCOC(=O)c1ccc(NC(=O)CSc2nnc(Cc3cccs3)n2C)cc1	0	-1	-0.6	-3	-2	6	-3	-1	-4	-4
